RGS8-Gao – human RGS8-Galphao interaction regulation. multiplexed bead flow cytometry, RGS8-Galphao binding; actives lie on both sides. response (percent of control binding), % at 10 µM. actives 0.34% (n = 220,000); in the data active = response below about 60% or above about 140%; inactive = in between;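 note: Galphao activated as the GDP aluminium fluoride complex binding bead-coupled RGS8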
Bcl-2 Bim block – human Bim-Bcl-2 interaction inhibition; P10415; Bead-based flow cytometry, Bim peptide-Bcl-2 binding; inhibition, % at 10 µM; actives 0.06% (n = 190,000); in the data active = inhibition above about 40%; inconclusive = no clear call, values can overlap the other calls;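 note: 0% = no compound wells with probe peptide and 100% = reference peptide inhibitor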
Target sequence (P10415 whole entry, looked up): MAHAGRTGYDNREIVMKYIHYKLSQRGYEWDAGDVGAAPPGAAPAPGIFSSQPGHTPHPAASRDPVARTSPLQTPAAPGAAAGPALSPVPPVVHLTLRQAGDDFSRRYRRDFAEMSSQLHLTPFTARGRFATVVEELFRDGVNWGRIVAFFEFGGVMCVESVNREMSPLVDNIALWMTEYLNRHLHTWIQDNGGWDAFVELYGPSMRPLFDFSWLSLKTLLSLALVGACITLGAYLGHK
Mcl1 Bid PPI – disrupts binding of human Mcl-1 to Bid peptide; inhibition, % at 21.7 µM; AID 1021; TR-FRET Mcl-1/Bid-Dy647 peptide binding, 1536-well; Q07820; actives 0.97% (n = 220,000);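 active = compounds that cut the binding signal by more than half at the single screening dose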;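 note: His-tagged Mcl-1 with europium anti-His antibody binding Bid BH3 peptide; 0% = Mcl-1 plus peptide wells and 100% = peptide-only wells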
Mcl1-Noxa inh – disrupts binding of human Mcl-1 to Noxa peptide. AID 1022. TR-FRET Mcl-1/Noxa peptide binding, 2 h. inhibition, % at 21.7 µM. actives 1.5% (n = 220,000);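 active = compounds that cut the protein-peptide binding signal by more than 50% relative to plate controls in a single-dose test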;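 note: His-tagged Mcl-1 with rhodamine Noxa BH3 peptide and terbium anti-His antibody; 0% = Mcl-1 plus Noxa peptide wells and 100% = peptide-only wells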
Bim-Bcl-XL – human Bim-Bcl-XL interaction inhibition | AID 1007 | Q07817 | actives 0.04% (n = 190,000) | inhibition, % at 10 µM | Bim peptide-Bcl-XL binding, bead flow cytometry, fluorescence
Target sequence (Q07817 whole entry, looked up): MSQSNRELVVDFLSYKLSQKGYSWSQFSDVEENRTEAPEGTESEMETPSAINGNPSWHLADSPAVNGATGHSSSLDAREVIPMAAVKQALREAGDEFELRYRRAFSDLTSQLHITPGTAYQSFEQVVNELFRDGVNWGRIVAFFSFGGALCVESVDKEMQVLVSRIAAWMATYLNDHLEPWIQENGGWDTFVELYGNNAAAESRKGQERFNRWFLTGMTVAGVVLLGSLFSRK
Mcl-1 Bim block – disrupts Bim peptide binding to human Mcl-1; actives 0.1% (n = 190,000); Q07820; AID 1009; Bead-based flow cytometry, Bim peptide-Mcl-1 binding; inhibition, % at 10 µM;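 note: 0% = no compound tracer wells and 100% = peptide blocker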
Bim-Bcl-W – inhibitors of Bim-Bcl-W interaction, human | Q92843 | bead-based flow cytometry, Bim peptide-Bcl-W binding | actives 0.02% (n = 190,000) | inhibition, % at 10 µM;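 note: 0% = bound tracer without compound and 100% = peptide blocker; higher means less fluorescent Bim peptide bound to Bcl-W beads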
Target sequence (Q92843 whole entry, looked up): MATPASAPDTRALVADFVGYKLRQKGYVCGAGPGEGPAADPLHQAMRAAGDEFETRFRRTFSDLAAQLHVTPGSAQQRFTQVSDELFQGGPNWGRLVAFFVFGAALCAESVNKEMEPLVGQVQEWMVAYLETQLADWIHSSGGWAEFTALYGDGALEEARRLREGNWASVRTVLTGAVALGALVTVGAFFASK
Bim-Bcl-B – human Bim-Bcl-B interaction inhibition; Q9HD36; bead-based flow cytometry, Bim peptide-Bcl-B binding; inhibition, % at 10 µM; actives 0.073% (n = 190,000);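 note: 0% = tracer peptide without compound and 100% = reference inhibitor peptide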
Target sequence (Q9HD36 whole entry, looked up): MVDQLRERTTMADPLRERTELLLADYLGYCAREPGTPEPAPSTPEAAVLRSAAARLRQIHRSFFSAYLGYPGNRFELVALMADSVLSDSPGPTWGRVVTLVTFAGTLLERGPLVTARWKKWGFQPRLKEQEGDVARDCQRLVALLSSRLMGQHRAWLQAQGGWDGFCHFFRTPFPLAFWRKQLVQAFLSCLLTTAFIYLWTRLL
RGS4-Gao reg – human RGS4-Galphao interaction regulation; actives 0.33% (n = 220,000); Multiplexed bead flow cytometry, RGS4-Galphao binding; actives lie on both sides; binding response (% of control), % at 10 µM; P09471; in the data active = binding response below about 49% or above about 150%; inactive = in between;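 note: fluorescent Galphao activated with aluminum fluoride binding bead-coupled RGS4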
RGS7-Gao – human RGS7-Galphao interaction regulation | AID 1439 | actives 0.35% (n = 220,000) | Multiplexed bead flow cytometry, RGS7-Galphao binding; actives lie on both sides | binding response (% of control), % at 10 µM | P09471; in the data active = binding response below about 49% or above about 150%; inconclusive = no clear call, values can overlap the other calls; inactive = in between;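 note: fluorescent Galphao held in activated GDP-AlF4 state binding bead-coupled RGS7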
Bfl-1 Bim block – inhibitors of Bim-Bfl-1 interaction, human; actives 0.12% (n = 190,000); Bead-based flow cytometry, Bim-Bfl-1 binding inhibition; inhibition, % at 10 µM;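 note: 0% = wells without compound plus tracer and 100% = blocker peptide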
Active calls of the source: *; ? = inconclusive; · = no result given. Cut-off read from the data, not from the text of the source, unless noted: active = inhibition above about 40%. This is a random part of the collection; overall some 2.7% were active at least once.

RGS4-Gao reg,Bcl-2 Bim block,Bim-Bcl-W,Bfl-1 Bim block,RGS7-Gao,Mcl1 Bid PPI,Mcl-1 Bim block,Bim-Bcl-B,Mcl1-Noxa inh,Bim-Bcl-XL,RGS8-Gao,mol
100,-10,-4,-14,100,-1,-4,-5,7,-8,101,Cc1cc(NC(=O)CSc2nc3c(sc4ccccc43)c(=O)n2CCc2ccccc2)n[nH]1
101,-4,-1,-2,99,-1,-1,-4,14,0,100,CCn1cc(CNC(=O)CCSc2nc(-c3ccco3)cc(C(F)(F)F)n2)cn1
107,·,·,·,?,-103,·,·,-114,·,104,COc1ccc(/C=C/C(=O)NC(=S)NNC(=O)c2cc(OC)c(OC)c(OC)c2)cc1
102,-4,-5,-6,101,-30,-5,-6,7,-7,101,CN(Cc1c(C(=O)N2CCc3ccccc3C2)nc2ccc(Cl)cn12)C(C1CC1)C1CC1
92,-6,0,-4,96,-12,1,-1,-12,-5,101,CCSc1nc(-c2cccs2)nc2ccccc12
106,·,·,·,?,-66,·,·,29,·,106,O=C(NCCO)c1ccc2c3n(nc2c1)-c1ccc(Cl)cc1CO3
104,4,-3,13,96,-30,-5,1,-2,0,108,CCOC(=O)C1CCN(C(=O)c2ccccc2NS(=O)(=O)c2ccc(F)cc2)CC1
94,·,·,·,?,-1,·,·,3,·,81,COc1cccc(/C=N/NC(=O)c2ccc3nc[nH]c3c2)c1
98,-7,-1,-9,100,-14,-2,-12,11,-5,103,Cc1nnc(SCC(=O)Nc2ccc3c4c(cccc24)CC3)n1C
99,-1,-2,-3,100,-17,0,-4,-9,-4,98,O=C1Nc2ccc(Br)cc2C1(O)Cc1ccccn1 (centres undefined)
100,-5,0,-9,104,-6,0,-5,5,-4,100,Cc1nn(Cc2c(Cl)cccc2Cl)c(C)c1NC(=O)c1cc(C(C)C)on1
99,-5,0,-6,98,-50,-3,-3,13,-3,98,Cn1c(SCC(=O)C(C)(C)C)nnc1-c1ccncc1
98,-11,0,-14,99,-2,0,-6,20,5,98,Cc1ccc2c(c1)N(CC(=O)NCCc1c[nH]c3ccccc13)C(=O)CO2
100,-13,2,-9,110,-11,-4,-10,-1,-7,100,Cc1ccc(C)c(S(=O)(=O)N2CCC(c3nc4c(nnn4Cc4ccc(F)cc4)c(=O)[nH]3)CC2)c1
104,-8,-1,-18,112,-1,-5,-12,20,-8,104,O=C(O)c1cccc(NC(=O)C2C3C=CC(C3)C2C(=O)O)c1 (centres undefined)
99,-9,-4,-4,98,1,0,-3,-7,0,102,CC(=O)NC1(C(F)(F)F)C(=O)N(Cc2ccccc2)C2=C1C(=O)CC(C)(C)C2 (centres undefined)
101,-1,0,-4,100,-112,-1,-4,-45,0,103,C/C(=N\NC(=S)Nc1ccc(C(C)C)cc1)c1ccc2c(c1)OCO2
99,-8,0,-9,97,-7,-1,-6,13,-1,101,CCOc1ccc(N(CC(=O)NC2CCCCCC2)S(=O)(=O)c2c(C)[nH]c(=O)[nH]c2=O)cc1
109,-4,-1,-1,108,-8,-1,-1,9,-2,105,c1ccc(Cn2nnnc2CN2CCOCC2)cc1
94,·,·,·,?,-20,·,·,45,·,98,Cc1cccc(-n2c(O)c(C=Nc3ccccc3-c3n[nH]c(=S)[nH]c3=O)c3ccccc3c2=O)n1
99,-1,0,-2,96,1,-1,-3,13,0,99,CCc1ccc(C(=O)CCC2CCCCC2=O)cc1 (centres undefined)
100,0,-4,1,96,7,-2,-4,10,-6,90,COc1cc(CC(=O)Nc2cccc(C(F)(F)F)c2)cc(OC)c1OC
101,-3,-1,-1,100,-20,0,-2,12,-2,102,CN1CC2([N+](=O)[O-])CC=C(OCCO)C([N+](=O)[O-])(C1)C2 (centres undefined)
97,-7,-10,-6,102,-5,-4,-9,23,-12,100,Cn1c(=O)c2c(nc(CN3CCc4ccccc4C3)n2Cc2cccc(Cl)c2)n(C)c1=O
104,·,·,·,?,-24,·,·,3,·,102,CCc1ccccc1NNC(=O)c1snnc1C
101,-5,3,-7,101,5,0,-5,11,-2,102,Clc1ccc(OCc2nc(-c3ccncc3)no2)c(Br)c1
98,-4,2,6,98,45,-5,-21,83*,-6,96,O=C(CSc1nnc2c(n1)[nH]c1ccccc12)Nc1ccc2c(c1)OCO2
99,-5,-1,-4,102,-39,-3,0,5,-2,100,CC1(c2ccc3c(c2)OCO3)NC(=O)N(CC(=O)NCCC2=CCCCC2)C1=O (centres undefined)
101,-11,0,-12,103,5,-1,-7,2,-8,100,O=C(N[C@@H](Cc1ccccc1)C(=O)NC1CCCCCC1)c1ccco1
101,-1,-2,-1,?,-14,0,-4,7,-3,102,O=C(N/N=C/c1cccs1)C(=O)Nc1cccc(Cl)c1

Additional records follow:
RGS4-Gao reg,Bcl-2 Bim block,Bim-Bcl-W,Bfl-1 Bim block,RGS7-Gao,Mcl1 Bid PPI,Mcl-1 Bim block,Bim-Bcl-B,Mcl1-Noxa inh,Bim-Bcl-XL,RGS8-Gao,mol
78,7,8,-1,51,-41,8,25,41,12,74,S=C(Nc1cccc(Cl)c1)Nc1cccc2cnccc12
99,-2,0,-1,95,9,0,-3,20,-1,100,O=C(CCNC(=O)Cn1cnc2ccccc2c1=O)NCC1CCCO1 (centres undefined)
98,-2,-1,-6,105,-17,-1,-2,11,-3,102,CC1=C(C(=O)NC(C)CCc2ccccc2)C2(CCC(C)CC2)OC1=O (centres undefined)
99,-5,0,-1,101,-21,-2,-3,18,-1,100,COc1ccccc1NC(=O)Nc1ccc(Cl)c(S(=O)(=O)Nc2ccccc2OC)c1
88,-1,-4,14,102,-6,-5,-3,14,-5,99,COc1cccc(C2c3c(oc4ccccc4c3=O)C(=O)N2CCCN2CCOCC2)c1 (centres undefined)
101,-1,-1,-1,98,-8,-1,0,3,0,102,COC(=O)c1ccccc1NC(=O)C1CCN(S(C)(=O)=O)CC1
97,-4,-1,-1,101,-13,-3,0,10,-3,91,CC1CCN(c2c(NCc3ccc(C(=O)NCc4ccco4)cc3)c(=O)c2=O)CC1
103,5,4,12,99,-57,0,-17,67*,0,84,CC1(C)Cc2c(sc3ncn4c(=S)[nH]nc4c23)CO1
99,-8,-2,-17,104,-56,-13,-5,22,-6,103,CCc1cccc2c(N=O)c(O)[nH]c12
91,0,-2,-2,94,-16,1,-1,-4,-3,96,Clc1ccc(/C=N/Nc2ncnc3ccccc23)cc1Cl
96,-1,-2,0,95,-7,-2,-6,20,-3,96,CCNc1ccc(C(=O)OCC(=O)NC(C)c2ccccc2)cc1[N+](=O)[O-] (centres undefined)
97,·,·,·,?,-69,·,·,-35,·,99,COC(=O)C/C=N/N=C1/NC(=O)/C(=C/C(=O)O)S1
102,-14,2,-11,105,-20,-45,-19,-4,1,102,COc1ccc(CNC(=O)C2CCCN2S(=O)(=O)c2ccc(S(=O)(=O)N(C)C)cc2)cc1 (centres undefined)
121,0,0,-2,117,-8,0,-3,6,0,115,O=C(N/N=C/c1cccc(Oc2ccccc2)c1)c1cccc(Br)c1
103,-4,-4,-8,?,-5,-3,-4,0,-4,102,Cc1c(C)c(C)c(S(=O)(=O)n2[nH]c(=O)c(CCO)c2C)c(C)c1C
100,-1,-6,-3,100,-17,-1,-4,-5,-2,94,CCOC1OC2C(CO)OC(n3cnc4c(N)ncnc43)C2O1 (centres undefined)
100,0,1,-1,99,9,0,1,2,1,102,CC(C)CC(=O)Nc1ccc2c(c1)oc1ccccc12
89,4,5,4,92,-45,2,-1,-95,3,73,COC(=O)c1ccc2c(c1)C(C)(C)C(/C=C/c1ccc(O)cc1)=[N+]2C
101,-23,-3,-8,103,-48,-4,-11,2,-9,99,CC(=O)N1CN(C2CC(C)(C)NC(C)(C)C2)Cc2c1sc1c2CCCC1
96,-6,-7,-2,99,-9,-5,-8,-1,-13,91,CC(CC(=O)N1CCN(c2ccccc2)CC1)c1ccccc1 (centres undefined)
108,0,0,-3,109,4,-5,-3,-1,0,105,Cn1cccc1C(=O)NC(=O)COC(=O)c1cc(S(=O)(=O)N2CCCCC2)ccc1Cl
97,-7,-5,-6,101,-11,-5,-8,0,-4,101,O=C1NCCN1Cc1ccccc1F
100,-1,-3,-4,98,-13,-1,-2,5,0,103,Cc1onc(-c2c(F)cccc2Cl)c1C(=O)Nc1cccc(S(=O)(=O)NCc2ccco2)c1
81,10,5,14,?,4,2,9,69*,4,93,Cc1cc(-c2csc(NCc3ccccc3)n2)c(C)n1C
102,-2,1,-6,103,-14,0,0,-8,0,103,CCOC(=O)C1=C(c2ccccc2)NC(=O)NC1c1ccc(OC)c(OC)c1 (centres undefined)
102,-4,-4,-2,101,1,-4,-7,8,-6,102,O=C(CSCc1ccc(Cl)cc1Cl)Nc1c[nH]c(=O)[nH]c1=O
99,-8,0,-7,100,2,-1,-5,10,-2,101,C/C(NCc1ccccc1)=C(\C#N)C(=O)NCc1ccccc1
104,?,·,·,102,2,·,·,4,·,107,Cc1ccc(C)c(OC(=O)c2ccncc2)c1
102,-5,-3,-9,104,-4,4,0,13,-1,105,CCCc1nn(C)c(C(=O)Nc2cccc3ccccc23)c1Cl
91,-13,-2,-13,90,-24,-4,-9,-3,-10,96,Cc1ccc(OCc2nc(C#N)c(NCCCn3ccnc3)o2)cc1
